PrPC TRFRET – reduces human prion protein on the cell surface; P04156; cell surface PrPC, TR-FRET read-out; inhibition, % at 13.8 µM; actives 0.43% (n = 370,000); AID 720596; in the data active means inhibition above about 24%; further: 0% = median of the test wells and 100% = reference compound wells
Numbers without * were called inactive; & = joins results of further samples. The list is partial. The share of hits here may be higher or lower than overall.

SMILES	PrPC TRFRET
CC(C)(C)OC(=O)N1CCC2CCN(CCc3ccccc3)CC21 (stereo not drawn)	-1
O=C(N[C@H](Cc1ccccc1)C(=O)NCc1ccccn1)[C@H]1O[C@@H](n2ccc(=O)[nH]c2=O)[C@H](O)[C@@H]1O	-2
C[C@H](O)[C@@H]1C(=O)N2CCc3c([nH]c4c(-c5ccccc5)cccc34)[C@@H]2C[C@@H]1N(C)C(=S)Nc1ccc(C#N)cc1	-14
COC(=O)[C@@H]1C[C@@]2(c3ccccc3)c3ccccc3N(S(=O)(=O)c3ccccc3)[C@H]2N1C(=O)CNC1CCCCC1	-16
CCCN1CCCCC(NC(=O)c2ccc(-c3ccccc3)cc2)C1=O (stereo not drawn)	-3
Cc1[nH]c2ccccc2c1CC(=O)Nc1ccc(Nc2cccnc2)c(-c2ccc(OC(F)(F)F)cc2)c1	4
COC(=O)C[C@H]1C=C[C@H](NS(=O)(=O)c2cn(C)cn2)[C@@H](CO)O1	7
COC(=O)C1CN(CC(C)C)CCS(=O)(=O)N1Cc1ccc(C)cc1 (stereo not drawn)	-1
CC(C)C[C@H](NC(=O)N1CCOCC1)C(=O)N1CCC[C@H]1C(=O)NCc1ccccc1	-4
O=C(NC1CCCCN(Cc2cccc(F)c2)C1=O)c1ccc(-c2ccccc2)cc1 (stereo not drawn)	-2
Cc1nnc(C)n1N=Cc1ccc(O)cc1O	1
CCCCCCCCN1C(=O)[C@H](CC(=O)NCC2CCCCC2)C[C@@]2(C(=O)OCC)CCC=C12	3
COc1ccc(C2OCCNC3C2C(=O)N(Cc2ccc(OC)cc2OC)C3Cc2ccccc2)cc1 (stereo not drawn)	-1
CC(N)Cc1ccc(O)cc1 (stereo not drawn)	9&4
Cc1ccc(NS(=O)(=O)c2cc3c(cc2Cl)NC(=O)CO3)cc1C	14
O=C1CCCCCN1CP(=O)(O)CN1CCOCC1	5
COC(=O)c1cc(C2(c3c[nH]c4ccccc34)CCN(C(=O)OC(C)(C)C)CC2)n2ccccc12	6
Cc1ccc(S(=O)(=O)N2[C@H](CC(=O)c3ccc(Cl)c(Cl)c3)OC[C@@H]2C(C)C)cc1	5
COC(=O)[C@]12C[C@H](CC(=O)N3CCN(C(=O)c4ccco4)CC3)C(=O)N(Cc3cccc4ccccc34)C1=C[C@H](C(C)(C)C)O[C@@H]2C	-2
COc1ccc(CN2CCC(CNC(=O)NC(C)C)CC2)cc1	1
O=C(CSc1nc2ccccc2[nH]1)NN=Cc1ccccc1C(=O)O	-9
CC(C)(C)C(=O)OC12CCCN(C1)/C(=C/c1ccc(Cl)cc1)C2 (stereo not drawn)	-7
Cc1ccccc1CN1CCCCC(NC(=O)Cc2cccs2)C1=O (stereo not drawn)	3
C[C@H]1[C@@H](OC(=O)N2CCCC2)CC[C@@]23CCCN2C(=O)CCC[C@@H]13	4
CCOC(=O)C1CSCCS(=O)(=O)N1Cc1ccc(F)cc1F (stereo not drawn)	-3
CN(CCO)c1cccc2c1S(=O)(=O)N(Cc1cn(Cc3ccc(Cl)cc3)nn1)Cc1ccccc1O2	-7
CCCC(=O)N1CCC[C@]2(CC[C@H](CCC(C)=O)O2)C1	-13
C=CCN1C(=O)c2n[nH]c(COC)c2C1c1ccc(Br)cc1 (stereo not drawn)	3
Cc1ccc(-n2c(SCC(=O)Nc3cccc4ccccc34)nnc2-c2ccccc2)cc1	12
CNC(C)Cc1ccc(OC)cc1 (stereo not drawn)	2
O=c1c2cc3cccnc3nc2ncn1Cc1cccs1	-19
CSc1nn(CCC#N)c(=O)[nH]c1=O	-7
COC(=O)[C@]12C[C@H](CC(=O)N3CCCCC3)C(=O)N(Cc3ccc4c(c3)OCO4)C1=C[C@H](C(C)(C)C)O[C@@H]2C	-4
O=C(CSc1nnc(COc2ccccc2)n1-c1ccc(Cl)cc1)Nc1ccc(OCc2ccccc2)cc1	-4
COC(=O)C[C@@H]1C=C[C@H](NC(=O)Nc2ccc(OC)cc2)[C@@H](CO)O1	-5
CCCCOCC1CN(CCCC)S(=O)(=O)c2c(Oc3ccc(C)cc3)cccc2O1 (stereo not drawn)	-3
COc1ccccc1CCn1cnc(-c2ccccc2)c1C(C)C	15
NC(=O)c1ncn([C@@H]2O[C@H](C(=O)N[C@H](Cc3ccccc3)C(=O)O)[C@@H](O)[C@H]2O)n1	-1
COC(=O)c1cc2c(c3c4cc(F)ccc4n(C(=O)c4ccccc4)c13)C(=O)N(C1CCCCC1)C2	-1
COC(=O)C1=C(C)N(Cc2ccccc2C(F)(F)F)C(=NCc2ccc(OC)cc2)NC1c1ccccc1 (stereo not drawn)	-7
O=[N+]([O-])c1ccccc1/C=C/C1Nc2cccc3cccc(c23)N1	-8
CCOC(=O)N1CCN(C(=O)C[C@H]2C[C@@]3(C(=O)OC)C(=C[C@H](COCc4ccccc4)O[C@@H]3C)N(CCC3=CCCCC3)C2=O)CC1	0
C[C@@H]1/C=C/CC(=O)N[C@H](c2cccc(Br)c2)[C@H](C)/C=C/CC(=O)N[C@@H]1c1cccc(Br)c1	-1
COCCCNC(=O)CSc1nnc(-c2ccncc2)n1-c1ccc(OC)cc1	3
O=C(Cn1nc(-c2ccccc2)c2ccccc21)Oc1ccccc1	9
COc1ccc(S[C@]2(C(=O)N3CCN(C(C)=O)CC3)CC(=O)N(C(=O)C3CC3)[C@@H]2c2ccc(OC)cc2)cc1	-1
CC(C)NC1(c2ccccc2)CCCCC1	14
O=C(Oc1ccc([N+](=O)[O-])cc1)O[C@H]1CC[C@@]23CCCN2C(=O)CCC[C@H]3C1	-12
Cc1c[nH]c2cccc(-c3ccccc3)c12	2
C[C@H]1[C@@H](OC(=O)Nc2cc(Cl)ccc2Cl)CC[C@@]23CCCN2C(=O)CCC[C@@H]13	6
O=C(OC12CCCN(C1)/C(=C/c1ccccc1)C2)c1ccccc1 (stereo not drawn)	-4
O=C(Nc1ccccc1)OC[C@@H]1CSCCS(=O)(=O)N1	-1
CC(C)(C)NC(=O)C(c1ccc(C(F)(F)F)cc1)n1c(=O)c(-c2cc3ccccc3[nH]2)nc2ccccc21 (stereo not drawn)	8
CC1(C)CC(=O)C=C(c2ccc(COC(=O)c3ccc(Br)cc3)cc2)C1=O	-4
COC(=O)C1(C(=O)OC)c2cc3c(cc2CN(S(=O)(=O)c2ccc(C)cc2)C1CC(C)=O)OCO3 (stereo not drawn)	-3
COC(=O)[C@H]1C[C@@]2(N3CCCC3)c3ccccc3N[C@H]2N1S(=O)(=O)c1ccc([N+](=O)[O-])cc1	-25
CCCCCCCCN1C(=O)[C@@H](CC(=O)NCCCN2CCCC2=O)C[C@@]2(C(=O)OC)C1=C[C@H](COCc1ccccc1)O[C@@H]2C	-9
COc1ccc2nc(-c3ccc(CN4CCC(n5c(=O)[nH]c6cc(Cl)ccc65)CC4)cc3)c(-c3ccccc3)nc2c1	-5
C[C@H]1C2CC(OC(=O)NCc3ccc(Cl)cc3)C(C2)[C@H]2CCCCN21 (stereo partly drawn)	-8
CC(COc1ccc(OC(F)(F)F)cc1)CN1CCC(C(O)(c2ccccc2)c2ccccc2)CC1 (stereo not drawn)	-12
(listing goes on)
SMILES	PrPC TRFRET
O=S1(=O)c2ccc(N3CCC[C@H]3CO)cc2OCCCN1C1CC1	2
O=C(CC1CCCC1)N1CC[C@H]2[C@H](CCCN2Cc2cc(F)cc(F)c2)C1	5
C[C@@H]1CN(c2ccc(N3CCNC[C@@H]3C)cc2C#N)CCN1Cc1ccccc1	-5
COC(=O)[C@H]1C[C@@]2(C)c3ccccc3N(C(=O)OC(C)(C)C)[C@H]2N1C(=O)OC(C)(C)C	21
c1ccc(-c2ccc(C3=Nn4c(nnc4-c4ccccc4)SC3)cc2)cc1	5
O=C(Nc1ccc2ncccc2c1)c1cc(-c2ccc(Cl)cc2)nc2ccccc12	-4
COc1ccc(NC(=O)C(C2CC2)n2c(=O)c(-c3cc4ccccc4[nH]3)nc3ccccc32)cc1 (stereo not drawn)	-5
O=C(NCc1ccccc1)[C@@H]1CCCN1C(=O)[C@H]1CCCN1C(=O)c1cccc(Cl)c1	-2
CCCCOCCCNC(=O)C[C@H]1C[C@@]2(C(=O)OC)C(=C[C@H](C(C)(C)C)O[C@@H]2C)N(Cc2ccccc2)C1=O	0
O=S1(=O)N[C@H](Cc2ccccc2)COc2cccc(F)c21	-4
COc1ccc(C2CC(=O)C(c3ccccc3OC)=CN2Cc2ccccc2)cc1 (stereo not drawn)	-4
O=S(=O)(CC1NCc2cc(F)ccc21)NCc1ccc(F)cc1 (stereo not drawn)	3
COc1ccc(N2CCCN(CC(=O)Nc3ccc(Cl)cc3)CC2)cc1	3
CCOC(=O)[C@]12CCCC=C1N(Cc1ccccc1)C(=O)[C@H](CC(=O)N1CCCCCC1)C2	-4
Cc1ccc2nc(CN(C)C(=O)[C@@H](Cc3ccccc3)NC(=O)[C@H]3O[C@@H](n4cnc(C(N)=O)n4)[C@H](O)[C@@H]3O)[nH]c2c1	8
COC(=O)[C@]12C[C@H](CC(=O)N3CCN(C(=O)C4CC4)CC3)C(=O)N(CCC3=CCCCC3)C1=C[C@H](C1CCCC1)O[C@@H]2C	-5
Cc1cccc(-c2ccc([N+](=O)[O-])cc2CN2CCN(c3ncc(Cc4ccccc4)cn3)CC2)c1	-9
CC(C)C[C@@H]1COc2cc(Br)ccc2S(=O)(=O)N1Cc1cn(CCC2OCCCO2)nn1	2
COc1ccc(-c2ncn(CCc3ccccc3OC)c2CC(C)C)cc1	8
CN(CCc1ccccn1)C(=O)c1cc2ccccn2n1	-2
O=C1Nc2ccccc2C1=NN=Cc1ccco1	0
COC(=O)C1CN(Cc2ccc(F)cc2)CCS(=O)(=O)N1Cc1ccc(C)cc1 (stereo not drawn)	7
COc1ccc(-c2cc(-c3nnc(SCc4cccc5ccccc45)n3N)[nH]n2)cc1	12
O=C(CCc1ccccc1)N[C@H]1[C@@H](OC(=O)C2CC2)CCC[C@@]12C(=O)N(Cc1ccccc1)c1ccccc12	18
O=S(=O)(c1ccc(F)cc1)n1c(CN2CCOCC2)nc2ccccc21	-2
C=C(C)[C@@H]1CC2=C(OC)C(CC=C(C)C)(CC=C(C)C)C(=O)C(C(=O)c3ccccc3)=C2O1	-12
O=C(NN=Cc1ccco1)C(=O)Nc1cccc(C(F)(F)F)c1	-4
CN1CCCCC(NC(=O)c2cccc(F)c2)C1=O (stereo not drawn)	-2
COc1ccc(CCNS(=O)(=O)c2c(C)n[nH]c2C)cc1	-6
COc1cccc(N2CCN(CC(=O)NCc3ccc(Cl)cc3)CC2)c1	7
CCCCN1CN2Cc3ccccc3C2CS1(=O)=O (stereo not drawn)	-8
CN(Cc1ccccc1)C(=O)OCc1cn(Cc2ccc(F)cc2F)nn1	-7
COC(=O)[C@]12C[C@H](CC(=O)NCc3ccc(C)o3)C(=O)N(CCc3ccc(OC)c(OC)c3)C1=C[C@H](C1CCCC1)O[C@@H]2C	1
O=C(CC1CCCC1)N[C@H](C(=O)N1CCC[C@H]1C(=O)NC1CCCC1)c1ccccc1	3
CCCCNC(=O)C[C@H]1C[C@@]2(C(=O)OC)C(=C[C@H](C(C)(C)C)O[C@@H]2C)N(Cc2cccc3ccccc23)C1=O	6
C=CCC(NC(=O)N(C)C)(C(C)=O)C(=O)OC (stereo not drawn)	-4
CCCCCCCCN1C(=O)[C@@H](CC(=O)N2CCSCC2)C[C@@]2(C(=O)OC)C1=C[C@H](C(C)C)O[C@@H]2C1CC1	4
Cc1cc(C(=O)O[C@H]2CCC[C@]3(C(=O)N(Cc4ccccc4)c4ccccc43)[C@H]2NC(=O)CCc2ccccc2)no1	2
COC(=O)[C@@]12CCCCC3=C1N(CCC3)C(=O)[C@H]2CC(=O)NCc1ccccc1	2
Cc1ccc2c(c1)N(CCCC(=O)N(C)Cc1ccccc1F)C(=O)CO2	4
Nc1sccc1C(=O)NCc1ccccc1	-6
C=CCn1c(SCC(=O)Nc2ccccc2-c2ccccc2)nnc1-c1ccc(Cl)cc1	8
O=C(OC12CCCN(C1)/C(=C/c1ccccc1)C2)c1ccco1 (stereo not drawn)	3
CCn1c(SCC(C)=O)nc2sc3c(c2c1=O)CCCC3	17
CC(C)CN(CC(C)C)C(=O)c1cn(C(C)c2ccccc2)nn1 (stereo not drawn)	-6
COC(=O)c1cc2c(c3c4ccccc4n(S(=O)(=O)c4ccc(C)cc4)c13)C(=O)N(C)C2	15
CCCCC1O[C@@H](C)[C@@H]2CN3CCc4c([nH]c5ccccc45)[C@@H]3C[C@@H]2N1C (stereo partly drawn)	-15
Cc1ccc(CSc2nnc(SCC(=O)NN=Cc3cc(Br)ccc3F)s2)cc1	-6
COc1ccc(Oc2c(Br)cnn(Cc3cccc4ccccc34)c2=O)cc1	-7

An excerpt of these results, bar-delimited:
canonical_smiles | PrPC TRFRET
COC(=O)[C@]12C[C@H](CC(=O)NCc3ccc(C)o3)C(=O)N(CCc3ccc(OC)c(OC)c3)C1=C[C@H](C1CCCC1)O[C@@H]2C | 1
O=C(CC1CCCC1)N[C@H](C(=O)N1CCC[C@H]1C(=O)NC1CCCC1)c1ccccc1 | 3
CCCCNC(=O)C[C@H]1C[C@@]2(C(=O)OC)C(=C[C@H](C(C)(C)C)O[C@@H]2C)N(Cc2cccc3ccccc23)C1=O | 6
C=CCC(NC(=O)N(C)C)(C(C)=O)C(=O)OC (stereo not drawn) | -4
CCCCCCCCN1C(=O)[C@@H](CC(=O)N2CCSCC2)C[C@@]2(C(=O)OC)C1=C[C@H](C(C)C)O[C@@H]2C1CC1 | 4
Cc1cc(C(=O)O[C@H]2CCC[C@]3(C(=O)N(Cc4ccccc4)c4ccccc43)[C@H]2NC(=O)CCc2ccccc2)no1 | 2
COC(=O)[C@@]12CCCCC3=C1N(CCC3)C(=O)[C@H]2CC(=O)NCc1ccccc1 | 2
Cc1ccc2c(c1)N(CCCC(=O)N(C)Cc1ccccc1F)C(=O)CO2 | 4
Nc1sccc1C(=O)NCc1ccccc1 | -6
C=CCn1c(SCC(=O)Nc2ccccc2-c2ccccc2)nnc1-c1ccc(Cl)cc1 | 8
O=C(OC12CCCN(C1)/C(=C/c1ccccc1)C2)c1ccco1 (stereo not drawn) | 3
CCn1c(SCC(C)=O)nc2sc3c(c2c1=O)CCCC3 | 17
CC(C)CN(CC(C)C)C(=O)c1cn(C(C)c2ccccc2)nn1 (stereo not drawn) | -6
COC(=O)c1cc2c(c3c4ccccc4n(S(=O)(=O)c4ccc(C)cc4)c13)C(=O)N(C)C2 | 15
CCCCC1O[C@@H](C)[C@@H]2CN3CCc4c([nH]c5ccccc45)[C@@H]3C[C@@H]2N1C (stereo partly drawn) | -15

Bioassay records (PubChem BioAssay)
